E-sel TNF inh: blocks E-selectin expression induced by TNF alpha. hit rate 0.71% among 120,000. inhibition, % at 2 µM. HUVEC TNFa-induced E-selectin immunofluorescence, high content;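 active means inhibition above the batch mean plus 3 SD, and confirmed as a hit on visual image review, cut at about 43% in these data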;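 further: 0% = TNF-stimulated DMSO wells and 100% = unstimulated control wells; not every result past the cut was called active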
Phagocytosis inh: blocks phagocytosis by macrophages | J774A.1 macrophage IgG-bead phagocytosis, imaging | AID 1029 | hit rate 0.07% among 110,000 | inhibition, % at 5 µM;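 active means inhibition above the mean of the plate negative controls plus 5 SD, cut at about 13% in these data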;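 further: phagocytic index as fraction of beads internalized from green versus red external bead signal; plate controls were DMSO negative control for no effect and cytochalasin-D positive control for full effect; some results beyond the cut were filed as inactive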
Yeast life ext: yeast lifespan extension | hit rate 0.68% among 130,000 | inhibition of the nicotinamide effect, % at 10 µM | S. cerevisiae growth with nicotinamide, OD615; deaD strain in restrictive glucose medium;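 active means inhibition above a set limit, placed 3 SD over the median of all compounds, cut at about 26% in these data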;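 further: 0% = nicotinamide-treated wells and 100% = cells grown without nicotinamide; some compounds called inactive have numbers as strong as hits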
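Assay system: engineered S. cerevisiae DeaD replicative-lifespan strain, galactose-grown log-phase cells; medium: restrictive CSMM-D dextrose medium; also added: nicotinamide, 1.5 mM, co-present with compound; schedule: 48 h compound exposure at 30 °C, humidified; detection: absorbance at 615 nm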
NPY Y2 blocker: NPY-Y2 (human) receptor antagonism | P49146 | NPY-Y2 expressing cells, antagonist mode | inhibition, % at 2.7 µM | hit rate 0.99% among 140,000 | AID 793; in the data active means inhibition above about 17%;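 further: 0% = vehicle with agonist challenge and 100% = reference antagonist with challenge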
Target sequence (P49146 whole entry, looked up): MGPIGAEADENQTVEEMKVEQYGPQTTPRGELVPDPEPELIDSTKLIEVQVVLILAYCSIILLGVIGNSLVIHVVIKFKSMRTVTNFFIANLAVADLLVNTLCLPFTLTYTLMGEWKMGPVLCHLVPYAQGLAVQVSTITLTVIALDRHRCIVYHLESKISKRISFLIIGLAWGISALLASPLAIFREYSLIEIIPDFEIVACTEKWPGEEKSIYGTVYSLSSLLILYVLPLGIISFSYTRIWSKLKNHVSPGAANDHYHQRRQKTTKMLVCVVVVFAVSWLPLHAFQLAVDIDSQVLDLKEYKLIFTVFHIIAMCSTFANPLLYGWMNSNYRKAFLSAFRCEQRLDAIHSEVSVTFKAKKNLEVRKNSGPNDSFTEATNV
PTEN del growth: PTEN-deleted cell growth suppression | HCT116 PTEN-null viability, CellTiter-Glo, 60 h; hits give low values | viability, % at 10 µM | hit rate 1.2% among 140,000;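 active means viability at or below a set limit, 4 SD under the median of all tested compounds, cut at about 3.7% in these data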;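 further: PTEN knockout HCT116 line with beta catenin targeted HCT116 as companion control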
MRP1 act: activates MRP-1; hit rate 0.61% among 140,000; viability increase, % at 10 µM; H69AR cells + doxorubicin, viability rescue, CellTiter-Glo;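 active means viability gain under doxorubicin at or above a set limit, the compound median plus 3 SD, cut at about 4.7% in these data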;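 further: MRP-1 overexpressing cells given doxorubicin 25 µM after compound pretreatment; 18-22 h compound pretreatment then 72 h with doxorubicin before readout; 0% = doxorubicin-only wells and 100% = vehicle-treated cells without doxorubicin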
Measles CPE: protection of cells from measles virus | Measles virus-infected cells, CPE protection, absorbance | protection (pct of control), % at 4 µM | hit rate 1.5% among 140,000 | AID 841; in the data active means protection mostly above about 24%, no sharp cut-off; inactive means mostly below about 26%; further: some compounds called inactive have numbers as strong as hits
Yeast growth inh: chemicals that inhibit yeast BB579 growth in restrictive medium (lifespan-shortening candidates). S. cerevisiae BB579 growth, OD615, 48 h. inhibition, % at 10 µM. hit rate 0.51% among 140,000. AID 804;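 active means inhibition above a set limit, 3 SD over the mean compound inhibition, cut at about 44% in these data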; further: inactives centre near -24
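System: DeaD yeast strain BB579; buffer or medium: CSMM-D dextrose restrictive medium; technique: OD at 615 nm; schedule: 4 h cell preincubation, 48 h compound exposure, 30 °C humidified; doses: single 10 µM dose; controls: amphotericin B 10 µg/mL, positive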
HCT116 bCat-KO: beta-catenin-lacking colon tumor cell growth suppression; AID 818; HCT116 beta-catenin knockout viability, CellTiter-Glo, 60 h; hits give low values; hit rate 1.5% among 140,000; viability, % at 10 µM;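 active means viability at or under a set limit, the compound median less 4 SD, cut at about 6% in these data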;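 further: 0% = Hyamine 1622 control at 20 µM and 100% = untreated cell control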
GALR2 blocker: blocks the human galanin receptor 2. GALR2-expressing cells, antagonist mode. inhibition, % at 4 µM. hit rate 0.39% among 140,000. AID 828; in the data active means inhibition above about 27%;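 further: cells stimulated with galanin 1-16 at roughly its EC80; 0% = agonist challenge control and 100% = basal control without agonist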
Target sequence (O43603 whole entry, looked up): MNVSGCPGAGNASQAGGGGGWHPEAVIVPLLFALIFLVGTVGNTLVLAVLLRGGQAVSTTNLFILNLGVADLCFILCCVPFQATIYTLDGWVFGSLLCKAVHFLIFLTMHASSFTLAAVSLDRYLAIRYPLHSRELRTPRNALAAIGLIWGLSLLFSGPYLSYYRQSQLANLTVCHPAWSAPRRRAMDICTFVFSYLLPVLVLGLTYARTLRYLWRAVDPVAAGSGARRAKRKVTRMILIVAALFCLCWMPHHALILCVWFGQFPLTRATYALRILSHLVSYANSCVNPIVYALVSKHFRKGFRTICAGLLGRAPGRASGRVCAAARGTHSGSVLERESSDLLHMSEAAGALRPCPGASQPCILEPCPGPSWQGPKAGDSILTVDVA
Numbers without * were called inactive; x = not tested or not shown.

SMILES	E-sel TNF inh	Phagocytosis inh	Yeast life ext	NPY Y2 blocker	PTEN del growth	MRP1 act	Measles CPE	Yeast growth inh	HCT116 bCat-KO	GALR2 blocker
Cc1ccc(OC(=O)c2ccc(N3CCOCC3)c([N+](=O)[O-])c2)cc1	-2	x	-17	4	89	0.1	9	-51	90	-23
C(=N\n1cnnc1)/c1ccccn1	x	0	0	3	110	-0.9	23	-42	93	-4
CC(C)c1ccc(NC(=O)COC(=O)c2c[nH]c(=O)[nH]c2=O)cc1	37	5	-3	6	107	-2.6	16	5	102	8
CCOC(=O)c1cnc2nc(NCc3ccc(OCc4ccccc4)cc3)[nH]n2c1=O	x	0	-8	1	89	1.4	7	-20	83	-2
O=C(Nc1nc2ccccc2s1)C1c2ccccc2Oc2ccccc21	x	-14	18	-1	48	-4.6	4	-29	52	8
O=C1CN2C(=Nc3ccc(Cl)cc3C2c2ccccc2)CN1 (centres undefined)	-22	0	-6	1	98	-0.6	18	-83	87	7
Cc1cc2c(c(=O)n1CCN(C)C)C(c1ccncc1)C(C#N)=C(N)O2 (centres undefined)	-21	-1	-2	-1	109	-0.2	27	-58	102	-3
Cc1ccc(NC(=O)CN(c2ccc(C)cc2)S(=O)(=O)c2cccc3nonc23)cc1	17	1	0	-1	68	-3.2	3	-13	88	-4
CCn1c(-c2cccs2)nc2ccccc21	-3	x	x	3	94	-0.9	5	-24	91	6
COc1ccccc1-n1c(SCC(=O)NC2CCCCC2)nc2c(c1=O)SCC2	26	0	-3	8	95	-3.6	54*	-28	89	5
O=C(CCS(=O)(=O)Cc1ccccc1)NC1CCCCC1	4	-4	-8	0	95	-0.8	19	-22	95	-14
CCCCC(=O)NS(=O)(=O)c1ccc(NS(C)(=O)=O)cc1	x	-2	15	2	108	0.9	4	13	92	5
O=C(C(c1ccccc1)c1ccccc1)N1CCN(CC(O)COc2ccccc2)CC1 (centres undefined)	3	-2	-10	2	78	-2.1	x	-47	80	-6
COC(=O)c1nn(-c2ccccc2)c(Cl)c1/C=N/OC(=O)c1ccc(Cl)c(Cl)c1	x	0	-2	0	93	-3.2	9	-24	87	-2
COc1ccc(C(OC(=O)c2ccco2)C(=O)NCC2CCCO2)cc1 (centres undefined)	x	0	-11	-1	92	-2.6	12	-5	95	7
COc1ccc(C2c3sc(=O)[nH]c3SC3C4CCC(C4)C23)cc1 (centres undefined)	9	-1	-6	0	105	-1.9	38	-88	99	-8
CC(=O)c1c(C(C)=O)c(C)n(-c2nc(-c3ccc(C)c(C)c3)c(C)s2)c1C	13	0	-7	2	82	-0.6	4	-32	82	3
CCOC(=O)N1CCN(C(=O)CS(=O)(=O)c2cn(Cc3cccc(F)c3)c3ccccc23)CC1	32	1	-2	3	107	0.2	16	-49	91	3
CCn1c(SCC(=O)c2cc(C)n(C)c2C)nnc1-c1ccccc1	3	-2	-5	1	80	-1.4	15	-48	85	1
Cn1ncc2c1ncn1nc(CCc3ccccc3)nc21	x	1	-32	1	81	-1.8	4	-4	75	11

A second format for two compounds above.
| structure | E-sel TNF inh | Phagocytosis inh | Yeast life ext | NPY Y2 blocker | PTEN del growth | MRP1 act | Measles CPE | Yeast growth inh | HCT116 bCat-KO | GALR2 blocker |
| --- | --- | --- | --- | --- | --- | --- | --- | --- | --- | --- |
| CC(=O)c1c(C(C)=O)c(C)n(-c2nc(-c3ccc(C)c(C)c3)c(C)s2)c1C | 13 | 0 | -7 | 2 | 82 | -0.6 | 4 | -32 | 82 | 3 |
| CCOC(=O)N1CCN(C(=O)CS(=O)(=O)c2cn(Cc3cccc(F)c3)c3ccccc23)CC1 | 32 | 1 | -2 | 3 | 107 | 0.2 | 16 | -49 | 91 | 3 |

Further entries:
SMILES	E-sel TNF inh	Phagocytosis inh	Yeast life ext	NPY Y2 blocker	PTEN del growth	MRP1 act	Measles CPE	Yeast growth inh	HCT116 bCat-KO	GALR2 blocker
O=C(O)c1ccccc1C(=O)Nc1ccc(-c2csc(-c3ccccc3)n2)cc1	x	1	-8	-1	98	-0.3	3	-33	100	-8
O=C1CC(Nc2ccc(N3CCOCC3)cc2)C(=O)N1c1cccc(C(F)(F)F)c1 (centres undefined)	-34	0	-11	0	97	-1.8	1	-13	90	-8
COC(=O)c1[nH]c2ccc(F)cc2c1NC(=O)Nc1ccc(OC)cc1	-54	-4	-5	-1	55	-3.3	7	-27	67	0
CCN1CCN(CCCNc2ncnc3nc[nH]c23)CC1	-8	0	-3	6	107	-0.1	5	-49	98	11
CC1CCCC(C)N1NC(=O)c1ccc(Cl)c(S(N)(=O)=O)c1 (centres undefined)	-14	x	-16	1	98	-0.9	11	-18	100	10
COc1cc(CNCc2cccs2)cc(Br)c1OC	-24	-2	-27	7	69	-1.6	2	-54	72	-3
CCN(CC)c1ccc(NC(=O)c2cc(Cl)ccc2OC)cc1	5	0	-21	8	67	-1.9	13	-52	64	23
Cc1cccc(NC(=S)Nc2ccc(Br)cc2)c1	13	x	-28	-1	33	-4.0	4	-12	36	7
CC(C)Oc1ccc(/C(O)=C2/C(=O)C(=O)N(CCN(C)C)C2c2ccco2)cc1 (centres undefined)	x	-1	-22	0	104	-1.7	10	11	86	3
Cc1noc(NS(=O)(=O)c2ccc(NC(=O)CCC3CCCCC3)cc2)c1C	-8	6	-5	0	98	-0.9	1	-6	95	2
Cc1cc(N2CCOCC2)nc(-c2ccccc2O)n1	x	0	-9	-2	74	-2.6	6	-18	69	6
CC(CNS(=O)(=O)c1ccccc1)(c1ccccc1)N1CCOCC1 (centres undefined)	5	1	2	2	101	-1.2	8	6	93	-2
CC1CC(C)CN(S(=O)(=O)c2ccc3c(c2)oc(=O)n3CC(=O)N2CCOCC2)C1 (centres undefined)	1	x	-10	0	95	-1.1	10	-20	88	2
COc1cccc(NC(=O)C(Sc2nnc(-c3ccncc3)n2-c2ccc(Cl)cc2)c2ccccc2)c1 (centres undefined)	1	-4	8	2	25	-4.8	7	-22	32	-12
CCc1cc[n+](-c2nc([O-])sc2C=O)cc1	-1	2	-14	0	90	-1.0	4	-21	90	-13
CCCn1c2ccccc2c2cc(C(=O)O)ccc21	x	1	-10	19*	94	-1.3	8	12	96	-1
O=C(NC(=S)Nc1ccc(N2CCOCC2)cc1)c1ccco1	x	-8	-3	-2	97	-1.1	4	-18	97	-10
O=C(Nc1cccc(Br)c1)c1ccc(CSc2ccccc2)cc1	-30	x	-9	6	92	0.2	10	-37	100	7
Cc1cc(NCCCN2CCOCC2)n2nc(C)c(-c3ccc(F)cc3)c2n1	-2	-1	-14	1	67	-3.0	x	-34	70	-8
CC(C)OCCCNC(=O)C1CCC(CNS(=O)(=O)c2ccc(Cl)cc2)CC1 (centres undefined)	-2	-4	7	5	91	-1.8	6	-12	86	6
CC(C)N(C(=O)c1ccc2nc(-c3ccccc3)c(-c3ccccc3)nc2c1)C(C)C	-3	-10	2	-3	79	-4.1	5	-64	77	0
NC(=O)c1ccccc1OCC(=O)NC12CC3CC(CC(C3)C1)C2	-5	1	-7	3	113	0.1	5	-52	100	16
C=CCN(CC=C)C(=O)c1cc(Cl)ccc1[N+](=O)[O-]	-6	0	4	-1	87	-1.8	15	-31	91	-8
Cc1nnc(NC(=O)COc2ccc3c(C)cc(=O)oc3c2)s1	8	-1	-14	0	92	2.6	2	-22	97	-10
COc1cccc(-c2cc(C(=O)Nc3cnn(Cc4ccccc4C)c3)no2)c1	17	x	-12	3	47	-2.4	4	-57	32	-9
O=C(c1cccc(F)c1)N1CCc2ccccc21	15	1	-8	1	91	-1.6	11	-50	82	3
COc1ccc(NC(=O)CSc2nccn2-c2ccccc2)c(OC)c1	-25	-1	-13	4	106	0.0	6	-28	91	14
CCOC(=O)c1c(NC(=O)C2CCCO2)sc2c1CCC2 (centres undefined)	9	0	-18	2	82	0.1	16	-50	83	-4
O=C(COc1ccc(Cc2ccccc2)cc1)c1ccc(F)cc1	x	x	-2	7	111	0.3	3	-35	98	-15
CCCCNC(=O)OC(C)CNC(=O)Oc1cccc(C)c1 (centres undefined)	17	-1	-29	1	92	-2.7	43*	-7	100	12
COc1ccc(C(=O)NC(Nc2ccc(C)cc2)C(Cl)(Cl)Cl)cc1 (centres undefined)	13	-3	0	0	81	-0.2	5	10	79	13
O=C1c2ccccc2NC(c2c(Cl)cccc2Cl)N1Cc1ccccc1 (centres undefined)	-29	2	3	10	58	-2.3	10	-41	63	3
Cc1cc(C)nc(SCC(=O)NC2=NN=C(c3ccc(Br)cc3)CS2)n1	30	x	-17	1	2.8*	-6.0	25	-12	1.5*	-11
CCOC(=O)CNC(=O)Nc1ccccc1C(=O)OC	-14	-1	-14	-1	105	-0.5	4	-8	94	-3
CCOC(=O)c1ccccc1OCc1cc(/C=N/n2cncn2)ccc1OC	-21	x	-1	8	74	-3.9	13	-32	82	-3
CCN1C(=O)c2ccccc2S(=O)c2ccc(C(=O)N3CCCCCC3)cc21 (centres undefined)	x	0	-3	0	91	-3.4	4	-5	92	2
Cc1ccccc1NC(=O)COC(=O)Cc1cccc(C(F)(F)F)c1	x	-10	-3	6	88	-1.8	3	2	85	0
CCOCCc1nnc(NC(=O)C(CC)c2ccccc2)s1 (centres undefined)	7	0	-14	0	87	-1.3	21	-19	87	-5
Cc1ccc(C2CC2c2n[nH]c(=S)n2-c2ccc(C)cc2)cc1 (centres undefined)	-15	0	-11	5	105	-1.0	23	-43	100	-4
Clc1nc(-c2ccccc2)cc(-c2ccccc2)n1	27	-2	-5	1	70	-3.8	26	-32	83	11
CC(OC(=O)CCc1nc2ccccc2c(=O)[nH]1)C(=O)NC1CCCC1 (centres undefined)	-18	-7	-4	0	90	0.4	19	-25	99	-9
O=C(O)C1(c2cccc(Cl)c2)CCC1	-57	0	-12	1	105	-1.8	7	-53	99	2
Nc1nc(SCc2ccc(Cl)cc2Cl)n[nH]1	-21	-3	-8	1	94	1.7	4	-46	79	5
O=C(Nc1ccc(Oc2ccc3c(c2)C(=O)N(c2ccc(O)cc2)C3=O)cc1)c1cccs1	16	x	2	-1	31	-4.4	30	-31	24	7
O=C(Nc1cccnc1Cl)c1ccc(S(=O)(=O)N2CCCCCC2)cc1	-6	-1	-7	-3	114	0.4	5	-26	101	-1
Cc1ccc(NC(=O)c2cc(NC(=O)c3ccco3)ccc2N2CCOCC2)cc1Cl	-10	-2	-15	2	57	-3.4	8	-32	52	3
O=C(COc1ccc2c(c1)CCC2)N1CCN(c2ccccc2F)CC1	x	-10	-1	9	82	-1.8	23	-45	89	-20
O=C(Oc1cccc(C(=O)N2CCOCC2)c1)c1ccc(Br)cc1	-25	1	-2	-3	94	-1.1	10	-26	96	-2
COc1cc(NC(=O)C2CC2C)c(C(=O)O)cc1OC (centres undefined)	27	-1	-15	7	95	-1.1	3	2	98	6
CCc1ccc(CNC(=O)c2cc3c(C)nc4ccccc4c3o2)cc1	x	-1	-15	9	55	1.9	6	-31	51	17
CC(=O)c1c(C)[nH]c(C(=O)N2CCN(c3ncccn3)CC2)c1C	x	1	1	1	79	-0.3	7	-11	81	16
CCCN(CCC)c1nc2ccccc2n2c(C)nnc12	-33	0	-6	7	84	-2.3	44*	-17	86	-11

Screening data: PubChem, several laboratories
